Screening results from PubChem.
Scp-1 inhibitor: Scp-1 phosphatase inhibitors, primary screen, biochemical, colorimetric, uHTS; Carboxy-terminal domain RNA polymerase II polypeptide A small phosphatase 1 (Homo …; 0.88% of 340,000 active; Recombinant Scp1, phosphopeptide, malachite green phosphate absorbance; AID 493091, 2011; inhibition, % at 20 µM;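 active means inhibition above about 50% at 20 µM, limit read from the data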;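 further: plate controls were DMSO wells with enzyme for no effect and wells lacking enzyme for full effect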
Target sequence (Q9GZU7 76-261 limits assumed): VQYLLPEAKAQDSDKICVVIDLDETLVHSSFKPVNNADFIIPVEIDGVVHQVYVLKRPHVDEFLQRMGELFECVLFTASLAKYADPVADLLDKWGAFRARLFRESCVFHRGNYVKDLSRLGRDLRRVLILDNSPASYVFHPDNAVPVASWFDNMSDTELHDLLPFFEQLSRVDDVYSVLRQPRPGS
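System: SCP-1 catalytic domain; Reagent: Phospho 17-mer peptide substrate; Doses: one concentration, 20 µM, with 1.0% DMSO; Incubation: 45 min room-temperature reaction, 5 min colour, 30 min stabiliser; Signal: Phosphate-binding colour reagent, absorbance read at 630 nm.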
TbMetRS inhib: T. brucei MetRS inhibitors, primary screen, biochemical, luminescence | methionyl-tRNA synthetase (Trypanosoma brucei brucei) | purified T. brucei MetRS, ATP depletion, Kinase-Glo luminescence | inhibition, % at 11.9 µM | 0.4% of 360,000 active | AID 624268, 2012;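 active means inhibition above a per-plate cutoff of the control wells' mean inhibition plus 3 SD, cut at about 5.5% in these data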;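 further: 0% = DMSO wells median and 100% = median of wells with control inhibitor compound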
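Measured by: Kinase-Glo luciferase luminescence reporting remaining unconsumed ATP. Material: purified T. brucei MetRS enzyme. Doses: 11.9 µM compound single dose, 0.9% DMSO. Medium: HEPES buffer containing pyrophosphatase, BSA, spermine, DTT. Times: 15 min preincubation, 2 h reaction, all 25 °C. Reagent: methionine, ATP and bulk E. coli tRNA.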
NadD block: inhibitors of S. aureus NadD, primary screen, biochemical, colorimetric, uHTS | purified NadD enzyme, colorimetric absorbance read-out | 0.78% of 360,000 active | inhibition, % at 20 µM | Nicotinate-nucleotide adenylyltransferase NadD (Staphylococcus aureus N315) | AID 602399, 2012; in the data active means inhibition above about 26%; further: some compounds past the cut are filed as inactive
SUMO1 PPI mod: modulators of SUMO1 protein-protein interactions, primary screen, biochemical, uHTS; SUMO1 binding to a labelled peptide, TR-FRET, 1 h; inhibition, % at 20 µM; 0.33% of 360,000 active; AID 602429, 2012; in the data active means inhibition above about 37%
CSN deneddyl inh: inhibitors of CSN-mediated cullin deneddylation, primary screen, biochemical, fluorescence polarization, uHTS; inhibition, % at 12.5 µM; COP9 signalosome complex subunit 5 (Homo sapiens), Q92905; 0.38% of 360,000 active; Purified CSN, SCF-Nedd8-OG deneddylation;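 active means pattern-corrected inhibition above about 35%, with an unprinted fluorescence ratio check between 0.5 and 1.5, limit read from the data, passing the limit was not always enough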;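 further: 0% = enzyme with substrate and 100% = substrate without enzyme; some results filed as inactive read as strong as hits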
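Assay system: Purified human Csn5 enzyme expressed in HEK293T cells | Amount: Enzyme 0.24 nM | Measured by: Fluorescence polarization readout | Medium: Tris/NaCl/DTT buffer, pH 7.5 | Compound dosing: One concentration, 12.5 µM, 0.25% DMSO | Times: 90 min incubation of compound, enzyme and substrate at room temperature | Control set: no-enzyme wells high, enzyme-with-substrate wells low | Read-out: % inhibition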
PABP1 MLLE inh: inhibitors of PABP1 MLLE–PAM2 peptide binding, primary screen, biochemical, fluorescence polarization, FITC-PAM2, GST-MLLE. Polyadenylate-binding protein 1 (Homo sapiens), P11940. 0.36% of 360,000 active. inhibition, % at 20 µM; in the data active means inhibition above about 35%, passing the limit was not always enough;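 further: plate controls were DMSO wells with GST-MLLE for no effect and wells lacking GST-MLLE protein for full effect; some results filed as inactive read as strong as hits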
Target sequence (P11940 whole entry, looked up): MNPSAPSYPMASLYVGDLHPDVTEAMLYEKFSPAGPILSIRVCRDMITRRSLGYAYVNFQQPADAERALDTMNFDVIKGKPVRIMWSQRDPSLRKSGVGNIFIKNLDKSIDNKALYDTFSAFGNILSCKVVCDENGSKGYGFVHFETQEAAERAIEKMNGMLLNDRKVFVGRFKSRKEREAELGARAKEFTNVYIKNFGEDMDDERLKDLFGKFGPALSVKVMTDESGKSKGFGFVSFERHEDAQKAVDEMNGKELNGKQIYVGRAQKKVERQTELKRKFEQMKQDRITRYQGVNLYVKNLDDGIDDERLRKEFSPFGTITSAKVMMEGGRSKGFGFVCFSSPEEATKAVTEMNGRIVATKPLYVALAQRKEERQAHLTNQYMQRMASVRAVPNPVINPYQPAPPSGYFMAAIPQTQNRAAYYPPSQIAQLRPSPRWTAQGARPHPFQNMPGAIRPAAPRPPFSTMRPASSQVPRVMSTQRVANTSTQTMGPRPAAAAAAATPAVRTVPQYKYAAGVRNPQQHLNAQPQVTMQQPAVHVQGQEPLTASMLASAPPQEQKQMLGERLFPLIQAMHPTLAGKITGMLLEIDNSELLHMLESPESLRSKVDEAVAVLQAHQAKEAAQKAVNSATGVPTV
LMPTP inh: LMPTP phosphatase inhibitors, primary screen, biochemical, fluorescence intensity, uHTS; 0.22% of 360,000 active; recombinant LMPTP-A, OMFP fluorogenic substrate; inhibition, % at 20 µM;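 active means compounds that cut the enzyme signal by at least half of the control window in the single-dose screen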;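 further: plate controls were DMSO wells with enzyme plus substrate for no effect and substrate without enzyme for full effect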
Target sequence (P24666 whole entry, looked up): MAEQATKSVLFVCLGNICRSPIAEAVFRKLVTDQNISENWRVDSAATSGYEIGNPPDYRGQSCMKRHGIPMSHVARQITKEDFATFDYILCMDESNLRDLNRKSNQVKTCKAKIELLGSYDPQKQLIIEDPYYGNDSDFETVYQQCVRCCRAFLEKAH
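Material: LMPTP-A; amount: 0.625 nM enzyme; doses: single 20 µM dose; times: reaction 50 min, room temperature, dark; technique: fluorescence intensity of OMFP turnover product; benchmarks: no-enzyme and uninhibited controls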
Rpn11 block: Rpn11 (PSMD14) deubiquitinase inhibitors, primary screen, biochemical, fluorescence polarization, uHTS; human 26S proteasome, Ub4-pepOG fluorescence polarization; 20S core pre-blocked with epoxomicin; 26S proteasome non-ATPase regulatory subunit 14 (Homo sapiens), O00487; 0.59% of 360,000 active; calls only at 20 µM; AID 588493, 2011;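 active means inhibition at 20 µM, scaled to each plate's controls, above about 33%, limit read from the data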
STEP inh: STEP phosphatase inhibitors, primary screen, biochemical, fluorescence intensity, uHTS | AID 588621, 2011 | Tyrosine-protein phosphatase non-receptor type 5 (Homo sapiens), P54829 | 0.25% of 360,000 active | inhibition, % at 20 µM | recombinant STEP, OMFP fluorogenic substrate;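 active means inhibition at 20 µM, scaled per plate between control wells, above about 37%, limit read from the data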;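 further: 0% = DMSO with enzyme and substrate and 100% = substrate only without enzyme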
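Material: STEP (striatal-enriched tyrosine phosphatase) enzyme, cell-free | Medium: 50 mM Bis-Tris pH 6.0 with 2.5 mM DTT and 0.005% Tween 20 | Read-out: Percent inhibition scaled to no-enzyme and uninhibited-enzyme controls, plate-pattern corrected | Signal: Fluorescence read at 480 nm ex / 540 nm em | Times: 20 min reaction, room temperature, in the dark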
DNMT1 block: human DNMT1 methyltransferase inhibitors, primary screen, biochemical, molecular beacon, fluorescence, HinP1I cleavage, uHTS. DNA (cytosine-5)-methyltransferase 1 (Homo sapiens), P26358. inhibition (reported as % activation of signal), % at 10 µM. 0.83% of 360,000 active; in the data active means inhibition above about 50%
* marks the source's active call; other numbers are inactive results; i = inactive; + = active, no number; & = joins results of further samples.

structure	TbMetRS inhib	PABP1 MLLE inh	SUMO1 PPI mod	DNMT1 block	NadD block	Scp-1 inhibitor	LMPTP inh	STEP inh	Rpn11 block	CSN deneddyl inh
C[C@H](CO)N1C[C@H](C)[C@@H](CN(C)Cc2ccc(C(=O)O)cc2)Oc2ccc(NS(=O)(=O)c3cn(C)cn3)cc2C1=O	-0.2	-3	-5	7	-2	39	0.6	1	i	1
CCCCn1c(SCC(=O)NCc2ccco2)nc2cc(S(N)(=O)=O)ccc21	-1.1	-76	8	-2	6	-1	-1.9	-4	i	2
O=C(CN1C(=O)NC2(CCCC2)C1=O)Nc1ccc(Cl)cc1C(F)(F)F	-0.5	5	5	0	-5	6	-0.8	0	i	-1
O=C(O)c1ccccc1CSc1nnnn1-c1ccccc1	-0.8	-70	3	-2	-3	-12	-2.8	1	i	-2
COc1ccc(NCc2nnc(SCC(=O)NCc3ccco3)n2-c2ccccc2OC)cc1	0.2	-12	-2	-7	-3	-9	1.1	3	i	-3
Cc1cc(NC(=O)CSc2nccn2-c2ccc([N+](=O)[O-])cc2)no1	0.2	19	-31	-1	-1	-3	0.6	2	i	-5
O=C(NCC1CCCO1)C1CCN(C2CCN(CCCC3CCCC3)CC2)CC1 (stereo not given)	-1.2	-4	2	1	1	-6	-0.9	0	i	2
COc1ccc(CC(=O)NCC2(N3CCCCC3)CCCCC2)cc1	-1.1	-11	-3	4	-1	4	7.0	2	i	-4
O=Cc1ccc(OCCN2CCCC2=O)cc1	-0.7	-3	1	-1	15	16	0.6	-1	i	3
CC1=CC(C)(C)NC(=S)N1c1cccc(Cl)c1	0.2	-7	3	-2	3	-10	-2.4	0	i	-2
O=C(Nc1ccc(F)cc1)c1ccccc1NC(=O)C1CCCCC1C(=O)O (stereo not given)	-0.7	-2	4	4	-6	3	-2.3	1	i	0
Cc1cc(OCC(=O)Nc2ccc(N3CCCC3)cc2)cc(C)c1Cl	-0.1	13	11	71*	43*	-1	4.3	3	i	0
Cc1nc(NC(=O)/C=C/c2ccccc2)sc1C(=O)Nc1cccc(Cl)c1	-0.6	-1	3	-11	12	0	0.1	-1	i	-2
O=C(COc1ccc(Cl)cc1)NCCSCc1cccc(Cl)c1	-0.7	5	-3	0	-14	-13	2.4	-1	i	-1
CC(NC(=O)COC(=O)CC(c1ccccc1)c1ccccc1)c1ccccc1 (stereo not given)	-0.9	3	0	6	-5	-8	0.5	0	i	-3
Cc1ccc2c(-c3ccc([N+](=O)[O-])cc3)cc(=O)[nH]c2c1	-0.2	-9	-6	0	-6	-4	21	2	i	-7
CC1(C)CC(=O)C=C(Nc2ccc3c(c2)OCCO3)C1	0.1	0	0	-2	1	-3	-0.1	-5	i	2
O=C(COc1ccccc1Br)Nc1ccc(S(=O)(=O)N2CCCC2)cc1	0.3	-4	8	-3	-5	-9	3.6	-1	i	-1
COc1cccc(/C=C2\SC(=O)N(CCC(=O)N3CCCCC3CCO)C2=O)c1 (stereo not given)	-0.7	7	-22	-1	-1	1	0.2	1	i	-4
Cc1cc2nc3c(nc2cc1C)C1(C(=O)N(C)C)CCC3(C)C1(C)C (stereo not given)	-0.3	-7	2	-6	-2	-11	-0.7	-4	i	-3
Cc1ncc([N+](=O)[O-])n1CC(=O)Nc1ccc(Br)cc1	6.1*	9	-7	1	-5	-4	-1.9	2	i	3
CC(=O)c1ccc(NC(=O)NC2CCCc3ccccc32)cc1 (stereo not given)	-0.5	4	-2	-2	2	-6	0.0	-1	i	-3
Cc1onc(-c2ccccc2)c1C(=O)N/N=C/c1cc2c(cc1Br)OCO2	-0.1	-10	-3	-6	1	-5	2.3	0	i	-4
CC(C)(C)c1ccc(OCCOCCn2cnc3ccccc3c2=O)cc1	-0.2	-3	4	3	-9	-24	0.7	3	i	-7
CCNc1nc(NCC)n2c(SCC(=O)N3CC4(C)CC3CC(C)(C)C4)nnc2n1 (stereo not given)	-0.5	-4	1	5	-4	-6	-1.9	1	i	3
COc1ccccc1CNC(=O)CN1NS(=O)(=O)c2ccccc2C1=O	-0.1	6	0	1	1	-5	0.0	-2	i	-2
Cc1cccc(N=C2NN=C(c3ccc4c(c3)OCCO4)CS2)c1	-0.2	-112	-5	-39	16	-4	-0.4	-3	i	1
CC(C(=O)O)c1ccc(-c2ccccc2)c(F)c1 (stereo not given)	-1.2&-1.5	7&15	6&4	-2&-1	-4&4	-17&-6	0.1&0.2	0&-2	i	5&3
Cc1cccc(Nc2nnc(SCC(=O)NCc3cccs3)s2)c1	-0.5	-2	4	-1	-5	-13	-0.2	-1	i	-1
CCOC(=O)N1CCN(CCC(=O)Nc2ccc(Br)c(C)c2)CC1	-0.9	-2	3	-2	-7	-5	-0.3	2	i	-6
Cc1ccc(CNC(=O)CN2C(=O)COc3ccc(S(=O)(=O)N4CCCCC4)cc32)o1	-0.1	12	2	-2	-4	1	-1.0	-2	i	-3
COc1ccc(C=C2C(=O)OC(C)(C)OC2=O)cc1OC	-1.4	15	-2	0	-4	-4	-1.9	0	i	-1
O=C(c1ccc(F)cc1)n1cc(C(=S)N2CCOCC2)c2ccccc21	-0.9	26	2	1	-8	-3	0.5	5	i	1
CCN(CC(=O)NCc1ccco1)S(=O)(=O)c1ccc(OC)cc1	-0.4	-10	2	3	-1	-2	-1.8	-1	i	5
CCN(C1CCS(=O)(=O)C1)S(=O)(=O)c1ccc(OC)c(OC)c1 (stereo not given)	-0.4	-1	4	-4	-5	-7	-0.3	-3	i	6
O=C(NC1CCCC1)c1cc(-c2ccc(Cl)cc2Cl)on1	0.7	1	2	6	8	-9	-1.5	-1	i	3
CCCCC(CC)CN=C(N)NC(N)=NCCCCCCN=C(N)NC(N)=NCC(CC)CCCC (stereo not given)	1.2	11	86*	-86	15	-12	0.7	7	+	127*
O=C(O)c1cccc(N/N=C/C2=C(Cl)c3cc(Cl)ccc3SC2)c1	-0.4	-46	7	-3	12	6	4.1	-3	i	12
Cc1nnc(N2C(=O)c3cccc4c([N+](=O)[O-])ccc(c34)C2=O)s1	2.4	-1	-19	14	8	-5	-2.5	0	i	0
O=C(OCC(=O)N1CCCC1=O)c1ccc(F)c(S(=O)(=O)N2CCOCC2)c1	-0.9	7	6	1	-3	-2	5.4	1	i	3
CN1CCN(CCCNC(=O)c2cn(C)c3ccc(S(=O)(=O)N(C)C)cc3c2=O)CC1	1.0	9	9	0	0	-4	-6.8	-2	i	1
CCOc1ccc(S(=O)(=O)NC2=NCCCCC2)cc1	0.2	6	1	1	-8	-1	-1.6	-1	i	1
CCOc1ccc(NC(=O)Nc2ccon2)cc1	-0.2	-2	1	1	-3	16	-1.2	0	i	0
CCOc1cc(C=O)cc(Cl)c1OCC(N)=O	0.0	-8	5	-10	0	-1	-1.5	-1	i	0
O=C(CCN1C(=O)c2cccc([N+](=O)[O-])c2C1=O)Nc1nccs1	-0.1	12	-25	-1	-2	6	-1.4	-1	i	-3
COc1cc2c(cc1OC)-c1cc(Nc3ccc(F)cc3)nc(=O)n1CC2	-1.2	-11	7	-1	-4	-1	-0.2	1	i	3
Cc1cc(C(=O)NCc2ccco2)on1	-0.6	-4	5	7	5	9	-1.8	-4	i	5

Molecules from the list above containing fluorine, in the order listed:
structure	TbMetRS inhib	PABP1 MLLE inh	SUMO1 PPI mod	DNMT1 block	NadD block	Scp-1 inhibitor	LMPTP inh	STEP inh	Rpn11 block	CSN deneddyl inh
O=C(CN1C(=O)NC2(CCCC2)C1=O)Nc1ccc(Cl)cc1C(F)(F)F	-0.5	5	5	0	-5	6	-0.8	0	i	-1
O=C(Nc1ccc(F)cc1)c1ccccc1NC(=O)C1CCCCC1C(=O)O (stereo not given)	-0.7	-2	4	4	-6	3	-2.3	1	i	0
CC(C(=O)O)c1ccc(-c2ccccc2)c(F)c1 (stereo not given)	-1.2&-1.5	7&15	6&4	-2&-1	-4&4	-17&-6	0.1&0.2	0&-2	i	5&3
O=C(c1ccc(F)cc1)n1cc(C(=S)N2CCOCC2)c2ccccc21	-0.9	26	2	1	-8	-3	0.5	5	i	1
O=C(OCC(=O)N1CCCC1=O)c1ccc(F)c(S(=O)(=O)N2CCOCC2)c1	-0.9	7	6	1	-3	-2	5.4	1	i	3
COc1cc2c(cc1OC)-c1cc(Nc3ccc(F)cc3)nc(=O)n1CC2	-1.2	-11	7	-1	-4	-1	-0.2	1	i	3

Hits appear at their usual frequency; overall some 3.6% were active at least once.
